Bioassay records from PubChem BioAssay.
Anthrax LF prot: Bacillus anthracis LF protease inhibitors, primary screen, biochemical, multiplex microsphere, MLPCN library. Lethal factor (Bacillus anthracis), P15917. multiplex microsphere protease cleavage assay. inhibition, % at 10 µM. actives 0.12% (n = 360,000); also: plate controls were buffer without enzyme for full effect and enzyme alone for no effect
SARS 3CLpro inh: SARS-CoV 3CLpro protease inhibitors, primary screen, biochemical, quenched FRET; Replicase polyprotein 1ab (Severe acute respiratory syndrome coronavirus), P0C6X7; recombinant SARS-CoV 3CLpro, quenched FRET peptide cleavage; inhibition, % at 6 µM; actives 0.14% (n = 290,000); AID 1706, 2009; in the data active = inhibition above about 12%
PfHsp40 rescue: rescue of yeast from PfHsp40 toxicity, primary screen, S. cerevisiae, ATP luminescence; AID 504582, 2011; growth rescue, % at 12.5 µM; actives 0.68% (n = 340,000); S. cerevisiae expressing PfHsp40, growth rescue; in the data active = growth rescue above about 28%, passing the limit was not always enough; inconclusive = no clear call, values can overlap the other calls;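 also: yeast W303a lacking pdr1 and pdr3 grown in galactose medium; growth measured after three days at 30 °C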
Vc quorum ag: inducers of Vibrio cholerae quorum light production without autoinducers, primary screen, BH1578 luxS cqsA deficient, single point. V. cholerae BH1578 lux reporter, luminescence, 6 h. activation, % at 18.7 µM. actives 0.16% (n = 350,000); in the data active = activation mostly above about 9.7%, no sharp cut-off; inconclusive = no clear call, values can overlap the other calls; inactive = mostly below about 3.7%; also: not every result past the cut was called active; inactives centre near 0; reference of the scale not given here
TcdB inh: TcdB glycohydrolase inhibitors, primary screen, biochemical, single point, plate reader. TcdB glycohydrolase enzymatic assay. inhibition, % at 9.99 µM. actives 0.24% (n = 350,000). AID 652162, 2013; in the data active = inhibition above about 10%
Target sequence (P18177 whole entry, looked up): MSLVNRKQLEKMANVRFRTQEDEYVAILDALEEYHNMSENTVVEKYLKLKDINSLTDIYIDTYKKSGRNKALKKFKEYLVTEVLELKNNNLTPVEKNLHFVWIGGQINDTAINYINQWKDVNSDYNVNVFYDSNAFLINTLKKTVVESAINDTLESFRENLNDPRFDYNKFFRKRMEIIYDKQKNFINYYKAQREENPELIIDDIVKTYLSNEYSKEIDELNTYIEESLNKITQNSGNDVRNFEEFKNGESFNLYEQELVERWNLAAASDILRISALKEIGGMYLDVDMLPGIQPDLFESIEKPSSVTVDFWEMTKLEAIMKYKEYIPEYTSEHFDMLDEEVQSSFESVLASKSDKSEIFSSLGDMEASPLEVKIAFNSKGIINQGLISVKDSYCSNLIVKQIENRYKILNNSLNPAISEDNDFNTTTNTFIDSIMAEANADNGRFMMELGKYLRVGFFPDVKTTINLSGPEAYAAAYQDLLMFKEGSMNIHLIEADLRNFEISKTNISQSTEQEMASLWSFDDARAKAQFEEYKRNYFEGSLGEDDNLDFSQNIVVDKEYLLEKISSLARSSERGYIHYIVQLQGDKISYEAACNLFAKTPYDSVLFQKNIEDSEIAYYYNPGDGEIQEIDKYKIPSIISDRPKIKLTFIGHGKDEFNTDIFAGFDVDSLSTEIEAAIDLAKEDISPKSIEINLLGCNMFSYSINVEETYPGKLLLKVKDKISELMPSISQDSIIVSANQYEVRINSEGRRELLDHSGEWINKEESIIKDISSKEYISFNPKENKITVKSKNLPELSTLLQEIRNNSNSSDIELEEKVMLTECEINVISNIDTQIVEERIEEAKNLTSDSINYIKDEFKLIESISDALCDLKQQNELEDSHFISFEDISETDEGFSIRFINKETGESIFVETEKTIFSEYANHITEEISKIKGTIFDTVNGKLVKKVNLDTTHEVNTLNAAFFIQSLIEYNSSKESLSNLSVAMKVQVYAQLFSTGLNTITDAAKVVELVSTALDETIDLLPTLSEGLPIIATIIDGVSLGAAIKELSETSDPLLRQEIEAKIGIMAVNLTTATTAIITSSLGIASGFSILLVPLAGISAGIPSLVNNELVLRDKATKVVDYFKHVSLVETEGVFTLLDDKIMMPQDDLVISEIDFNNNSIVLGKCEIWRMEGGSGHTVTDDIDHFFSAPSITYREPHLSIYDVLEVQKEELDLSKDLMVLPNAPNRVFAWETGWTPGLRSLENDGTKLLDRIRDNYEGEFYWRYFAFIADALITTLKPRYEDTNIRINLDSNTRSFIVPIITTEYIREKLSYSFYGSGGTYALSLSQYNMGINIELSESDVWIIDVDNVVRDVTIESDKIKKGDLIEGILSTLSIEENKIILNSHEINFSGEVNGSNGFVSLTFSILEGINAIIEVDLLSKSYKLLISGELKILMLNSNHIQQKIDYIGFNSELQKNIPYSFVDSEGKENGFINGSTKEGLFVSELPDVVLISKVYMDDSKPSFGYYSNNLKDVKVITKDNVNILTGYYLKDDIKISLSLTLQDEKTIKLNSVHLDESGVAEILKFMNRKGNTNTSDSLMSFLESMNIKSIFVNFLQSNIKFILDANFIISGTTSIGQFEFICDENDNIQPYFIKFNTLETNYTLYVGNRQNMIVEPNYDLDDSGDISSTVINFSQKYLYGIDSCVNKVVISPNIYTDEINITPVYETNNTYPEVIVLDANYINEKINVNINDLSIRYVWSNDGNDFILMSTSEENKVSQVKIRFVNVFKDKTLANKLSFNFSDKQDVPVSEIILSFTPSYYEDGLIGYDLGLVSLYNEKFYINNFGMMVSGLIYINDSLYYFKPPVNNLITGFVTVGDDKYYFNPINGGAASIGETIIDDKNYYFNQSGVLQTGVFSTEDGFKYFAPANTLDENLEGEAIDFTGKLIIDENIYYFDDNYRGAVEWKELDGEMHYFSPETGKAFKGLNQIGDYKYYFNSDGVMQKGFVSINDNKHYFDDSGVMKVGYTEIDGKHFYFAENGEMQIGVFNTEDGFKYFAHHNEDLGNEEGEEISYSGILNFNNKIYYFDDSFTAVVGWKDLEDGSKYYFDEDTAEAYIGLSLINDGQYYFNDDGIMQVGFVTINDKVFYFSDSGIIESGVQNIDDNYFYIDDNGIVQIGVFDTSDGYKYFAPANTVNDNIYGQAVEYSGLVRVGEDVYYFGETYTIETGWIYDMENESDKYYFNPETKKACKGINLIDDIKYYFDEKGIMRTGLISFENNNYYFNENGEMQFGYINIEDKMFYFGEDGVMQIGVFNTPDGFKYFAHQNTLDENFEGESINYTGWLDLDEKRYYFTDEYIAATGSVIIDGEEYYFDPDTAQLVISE
SSB-PriA inh: inhibitors of Klebsiella pneumoniae PriA binding to SSB C-terminal tail, primary screen, biochemical, AlphaScreen; PriA–SSB C-terminal tail interaction (Klebsiella pneumoniae); AlphaScreen SSBct-PriA binding, biotinylated peptide; actives 0.6% (n = 430,000); inhibition, % at 33 µM; in the data active = inhibition mostly above about 37%, no sharp cut-off; inactive = mostly below about 20%;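 also: plate controls were negative control peptide for no effect and reference peptide for full effect; strong numbers were not always called active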
Y pestis TopoI: Yersinia pestis topoisomerase I inhibitors, primary screen, biochemical, cleavage product accumulation, plate reader, single point; DNA topoisomerase I (Yersinia pestis CO92); Y. pestis Topo-I cleavage product accumulation; activity, % at 10 µM; actives 0.064% (n = 360,000); AID 504884, 2011; in the data active = activity above about 50%, passing the limit was not always enough; inconclusive = no clear call, values can overlap the other calls; also: inactives centre near 2
BoNT A protease: BoNT/A light chain protease inhibitors, primary screen, biochemical, flow cytometry, MLPCN library; multiplex microsphere protease substrate cleavage; inhibition, % at 10 µM; actives 0.17% (n = 360,000); AID 588499, 2011; also: plate controls were buffer without enzyme for full effect and enzyme alone for no effect
DUSP3 inh: VHR1 phosphatase inhibitors, primary screen, biochemical, absorbance, uHTS; inhibition, % at 13.3 µM; actives 0.52% (n = 290,000); Dual specificity protein phosphatase 3 (Homo sapiens), P51452; recombinant VHR phosphatase, pNPP absorbance; AID 1654, 2009; in the data active = inhibition above about 50%; also: some compounds called inactive have numbers as strong as hits
CCHFV vOTU inh: CCHFV vOTU protease inhibitors, primary screen, biochemical, Pep-AMC substrate, fluorescence. inhibition, % at 11.5 µM. actives 0.55% (n = 370,000). AID 651958, 2012; in the data active = inhibition above about 30%; also: 0% = vehicle wells with enzyme and 100% = no enzyme wells
* = called active by the depositor; i = inactive; ? = inconclusive; . = no result given; & = joins results of further samples. Rule as the data show it, unless noted: active = inhibition above about 30%; inconclusive = no clear call, values can overlap the other calls; inactive = below that. Some of the compounds tested. The share of hits here may be higher or lower than overall.

SMILES	Anthrax LF prot	SARS 3CLpro inh	PfHsp40 rescue	Vc quorum ag	TcdB inh	SSB-PriA inh	Y pestis TopoI	BoNT A protease	DUSP3 inh	CCHFV vOTU inh
CC(=O)c1ccccc1OCC(O)CN1CCN(CCN2C(=O)c3cccc4cccc(c34)C2=O)CC1 (stereo unspecified)	-2	0	0.4	i	-2.4	0	3	-0.1	26	3
COc1cccc(C(=O)NC(=S)Nc2ccc3[nH]c(=O)[nH]c3c2)c1	-6	0	1.9	-1.8	-6.0	0	2	-1.0	30	1
C[C@H](CO)N1C[C@H](C)[C@@H](CN(C)C(=O)NC2CCCCC2)Oc2c(NC(=O)C3CC3)cccc2C1=O	-13	.	-2.5	i	-0.4&7.0	0	-2	0.4	.	9
O=C(CN1CCN(C(=O)c2ccc(-c3nc4ccccc4s3)o2)CC1)Nc1ccc(F)cc1	.	.	2.0	i	2.6	-6	26	.	.	11
Cc1ccsc1C(=O)OCC(=O)c1ccc(OC(F)F)cc1	-3	.	-0.7	0.4	1.4	-22	3	-0.2	.	11
CSc1nc(C)cc(OCC(=O)N2CCOCC2)n1	0	-5	-0.6	32*	.	-4	2	-0.5	32	3
COc1ccc(CN(C)CCCn2ccc(NC(=O)OCc3ccccc3)nc2=O)cc1OC	-4	.	.	-0.4	-0.1	.	-2	0.1	.	1
CCc1nc2c(OCc3cc(Cl)cc(Cl)c3)cccn2c1N(C)C(=O)c1cccc(OC)c1	-1	.	.	i	0.3	.	19	0.1	.	15
COc1cc(-c2ccc(NC(=O)CN3CCC(C)CC3)c(OC)c2)ccc1NC(=O)CN1CCC(C)CC1	-6	3	-0.4	-0.3	.	-1	10	-1.2	-7	-6
CS(=O)(=O)N1CCCC(C(=O)Nc2ccccc2C(F)(F)F)C1 (stereo unspecified)	3	1	-0.3	-3.8	1.9	-7	4	-2.1	9	-10
COC(=O)CNC(=O)c1cn(CC(C)C)c(=O)c2cc(OC)c(OC)cc12	-2	1	3.2	1.5	.	-4	-1	-0.3	4	7
CC(=O)NC(c1cccc(F)c1)c1nc(-c2cnn(C)c2)cs1 (stereo unspecified)	2	.	.	-0.3	1.0	.	3	0.2	.	2
COc1ccc(/C=C/C(=O)NC(=S)NNC(=O)c2cccs2)cc1OC	-7	2	-1.7	i	0.1	-9	-2	-1.5	-5	-5
CCCC[C@@H]1CN=C(N)N1CC(C)(C)C	-7	.	1.3	i	1.6	-2	-5	-0.2	.	5
COc1cccc(C(=O)Oc2cccc(N3C(=O)C4C5CC(C(Br)C5Br)C4C3=O)c2)c1 (stereo unspecified)	-20	-3	0.9	.	.	-7	-3	-1.6	4	-4
COc1cccc(OCc2cc(C(=O)N3CCN(C4CCCC4)CC3)no2)c1	1	8	-0.3	0.7	1.0	-4	26	-2.9	-2	-11
CC(=O)c1ccc(Cc2ncc(C(F)(F)F)cc2Cl)s1	-1	-3	-1.4	i	.	-19	-1	0.4	24	14
O=C(CSc1n[nH]c(=O)n1C1CC1)Nc1ccc(OC(F)(F)F)cc1	-5	.	-1.8	-4.3	3.5	-10	8	0.1	.	16
Cc1ccc(NC(=O)COC(=O)c2c[nH]c3ccccc23)cc1C	-2	.	-0.5	0.7	1.3	-17	1	-0.3	.	3
CCOC(=O)N1CCC(NC(=O)COc2cc(=O)n(C)c3ccccc23)CC1	-1	3	2.6	-0.2	1.1	5	-2	-0.9	25	-6
COc1ccc(CCNC(=O)C(=O)Nc2ccc3c(c2)OCCO3)cc1OC	-2	0	0.2	.	1.1	-6	1	-1.0	2	4
CSc1nc(-c2ccco2)nn1C(=O)c1ccco1	-2	5	-1.6	0.4	-0.1	-15	-9	0.0	30	8
Cc1cc(NCCCN2CCOCC2)n2ncc(-c3ccc(Cl)cc3)c2n1	-1	-1	-0.2	i	.	-15	0	?	21	-1
CCn1c(SCC(=O)Nc2ccc(F)cc2)nnc1C1CC1	1	4	0.2	-0.3	0.7	2	2	0.0	40	-5
O=C(CN(C1CCCCC1)S(=O)(=O)c1ccc(Br)cc1)NCc1ccncc1	-3	7	-1.0	-0.3	0.5	-8	6	0.0	-8	2
O=C(CSc1nc2ccccc2s1)N1N=C(c2cccs2)CC1c1ccc(F)cc1 (stereo unspecified)	-2	4	-1.0	7.7	.	-13	4	0.0	38	-5
COC(=O)CC1(CC(=O)OC)C(=O)N(c2ccccc2)C(=O)N(c2ccccc2)C1=O	-2	1	-2.8	-0.5	0.5	0	3	0.9	.	-4
O=C(CN(C(=O)CCC(=O)Nc1nccs1)C1CCCC1)NCc1ccc2c(c1)OCO2	9	5	-0.6	-0.2	-0.6	10	18	-1.7	41	-8
CCOC(=O)[C@H]1[C@H]2COc3ccc(Cl)cc3[C@@H]2N2C(=O)CNC(=O)[C@@]12C	0	.	-1.3	i	0.8	-27	-3	-0.2	.	8
COc1cc(C(CCN2CCOCC2)c2c(OC)cc(OC)c3c(-c4ccccc4)cc(=O)oc23)cc(OC)c1OC (stereo unspecified)	-3	.	-1.7	-2.0	0.1	16	24	-0.1	.	15
C=CCOc1ccccc1/C=N/NC(=O)Cc1ccc(C)cc1	-4	-1	0.0	-0.2	1.5	.	35	-6.7	23	4
CCCc1nnc(SCC(=O)Nc2cccc(Cl)c2Cl)o1	3	-5	0.5	i	1.4	-15	6	0.6	-36	14
Cc1ccc(Cc2c(-c3ccccc3)nc3ccc(Br)cn23)cc1	2	.	.	i	-5.1	.	46	0.8	.	7
O=C(Nc1cc(S(=O)(=O)N2CCCC2)ccc1OCC(F)(F)F)c1ccc(F)cc1	-2	1	0.1	-0.1	.	-7	-4	-0.2	-4	4
COc1ccccc1NC(=O)N1CCN(C)CC1	1	2	0.6	i	1.0	2	-4	-2.2	-4	4
Cc1c(C(=O)NCCCN2CCCC2=O)oc2ccccc12	-4	3	1.9	-1.0	.	-12	-4	0.4	-6	1
CCn1c(=O)n(CC)c2cc([N+](=O)[O-])ccc21	-12	-8	-0.8	.	.	-12	3	-0.2	16	2
O=C(NCc1ccco1)C1CCCN1C(=O)Nc1ccc(Cl)cc1 (stereo unspecified)	-6	7	0.4	-3.1	1.9	-17	-3	-0.9	47	1
CCc1ccc(N(CC(=O)Nc2sc3c(c2C(=O)OC)CCCC3)S(C)(=O)=O)cc1	2	3	2.3	-0.3	.	-2	30	-0.9	2	-3
COc1ccc(/C(C)=N/Nc2ccccc2Cl)c(O)c1	.	-1	-0.2	-0.5	-3.2	.	-7	.	10	8
c1ccc2[nH]c(CN3CCCCC3)nc2c1	1	-2	-1.0	-2.0	.	-2	2	0.4	19	1
Cc1ccc(NC(=O)C(Nc2ccccc2)c2ccccc2)cc1 (stereo unspecified)	0	2	0.7	0.6	-0.5	7	-6	-0.8	-4	-6
C/C(=N/NC(=O)c1ccco1)c1ccc(Br)s1	0	1	-1.9	-0.4	2.6	.	10	-0.2	20	2
CN(C)c1ncc(S(=O)(=O)c2ccc(Cl)cc2)c(-c2ccc(Cl)cc2Cl)n1	9	-2	0.4	.	.	-12	6	0.1	29	-4
O=C(O)c1cccc2c1NC(c1cccc([N+](=O)[O-])c1)C1CC(Sc3ccccc3[N+](=O)[O-])C(Cl)C21 (stereo unspecified)	?	-2	5.4	-0.1	-0.6	32	6	?	23	9

Arranged by number of heavy atoms (rising): part of the list above
SMILES	Anthrax LF prot	SARS 3CLpro inh	PfHsp40 rescue	Vc quorum ag	TcdB inh	SSB-PriA inh	Y pestis TopoI	BoNT A protease	DUSP3 inh	CCHFV vOTU inh
c1ccc2[nH]c(CN3CCCCC3)nc2c1	1	-2	-1.0	-2.0	.	-2	2	0.4	19	1
COc1ccc(/C(C)=N/Nc2ccccc2Cl)c(O)c1	.	-1	-0.2	-0.5	-3.2	.	-7	.	10	8
O=C(NCc1ccco1)C1CCCN1C(=O)Nc1ccc(Cl)cc1 (stereo unspecified)	-6	7	0.4	-3.1	1.9	-17	-3	-0.9	47	1

Only Anthrax LF prot and Vc quorum ag (two entries from above):
canonical_smiles | Anthrax LF prot | Vc quorum ag
Cc1ccc(Cc2c(-c3ccccc3)nc3ccc(Br)cn23)cc1 | 2 | i
O=C(Nc1cc(S(=O)(=O)N2CCCC2)ccc1OCC(F)(F)F)c1ccc(F)cc1 | -2 | -0.1

Further structures follow:
SMILES	Anthrax LF prot	SARS 3CLpro inh	PfHsp40 rescue	Vc quorum ag	TcdB inh	SSB-PriA inh	Y pestis TopoI	BoNT A protease	DUSP3 inh	CCHFV vOTU inh
COc1ccc(CSc2nncn2N)cc1Br	1	-1	-0.5	-2.8	.	-10	6	-0.5	32	6
CCc1nnc(NC(=O)CCC(=O)N2CCN(Cc3cc(F)ccc3OC)CC2)s1	-4	-8	1.3	-3.4	.	4	28	0.5	11	-2
S=c1[nH]nc(COc2ccc(Cl)cc2)n1Cc1ccco1	-6	6	3.5	1.0	0.8	-11	15	-0.2	10	5
CC(=O)Nc1nnc(CCS(=O)(=O)c2ccc(C)cc2)s1	2	.	1.8	i	0.8	-11	42	-0.7	.	-5
CCCCOCCCNC(=O)c1ccc(NC(C)=O)cc1	2	5	-1.2	-0.2	.	-16	7	-0.1	2	-16
CCc1ccc(OCC2c3cc(OC)c(OC)cc3CCN2C(=S)NCCOC)cc1 (stereo unspecified)	-1	4	0.1	0.8	2.2	-1	35	-0.3	-7	11
CCCCN(C(=O)c1ccc(-c2ccc(Cl)cc2)o1)c1c(N)n(CCCC)c(=O)[nH]c1=O	3	.	0.6	i	1.9	-7	3	0.7	.	3
O=C(CSc1nc2ccccc2[nH]1)NC1CCCc2ccccc21 (stereo unspecified)	-1	-1	-2.0	-0.4	13*	0	4	-0.5	33	1
NC(=O)c1cccnc1Nc1cccc(F)c1	0	2	-0.7	-0.2	0.4	-5	-4	-1.6	-5	14
CCOC(=O)C1CCN(C(=O)CCNC(=O)Cn2ccc3ccccc3c2=O)CC1	16	1	1.0	-0.3	.	-4	4	3.7	19	0
Cc1ccc2nc(NC(=O)[C@H](C)N3C(=O)C4CC=CCC4C3=O)sc2c1 (stereo partly specified)	-3	4	-0.8	i	0.2	5	-2	0.6	-9	-6
COc1ccc(-c2nc(CSCC(=O)N3CCN(C(=O)c4ccco4)CC3)c(C)o2)cc1OC	-6	-2	-1.3	-0.2	1.2	7	6	-0.6	21	-4
CC1CCN(c2nc(NCc3ccco3)nc(N)c2[N+](=O)[O-])CC1	-2	3	3.3	-6.2	.	15	11	-2.3	4	-9
CC1=NCCN1CCNC(=O)Nc1cc(C)cc(C)c1	?	-1	-0.4	1.3	0.8	7	1	1.2	17	2
Cc1ccc(C)c(NC(=O)Cc2coc3cc4c(cc23)CCC4)c1	-3	1	0.1	-0.2	.	7	5	0.7	13	-1
CC(C)(C)c1ccc(C(=O)N2CCNCC2)cc1	-1	-5	-0.2	-0.3	.	0	10	-0.1	19	4
NC(=O)C1CCN(c2nc3c(S(=O)(=O)c4ccccc4)nnn3c3ccccc23)CC1	1	-1	0.4	-0.4	-6.2	-3	10	0.4	-14	5
O=C(COC(=O)c1ccccc1OCc1ccc(F)cc1)NCC1CCCO1 (stereo unspecified)	.	.	-1.4	i	0.7	13	-1	.	.	-13
CC(C)NC(=O)c1ccc(-c2ccc(F)c(F)c2)c2ccoc12	-2	.	.	-0.2	-0.1	.	4	-0.1	.	0
